CHOP UPR activ: activators of apoptotic CHOP UPR arm, primary screen, cell-based, CHO-CHOP luciferase reporter, luminescence, uHTS. UPR activation; percent of tunicamycin response over DMSO baseline. AID 449763, 2010. actives 0.34% (n = 330,000). activation, % at 10 µM;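 active = at 10 µM dose, activation of 40% or more, normalized to positive control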;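 note: 100% = tunicamycin at 10 µg/mL and 0% = DMSO alone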
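System: CHO-CHOP luciferase reporter cell line | Buffer or medium: F12 medium containing 10% fetal bovine serum | Doses: One dose, 10 µM in 0.5% DMSO | Times: 6 h compound exposure at 37 °C after overnight seeding | Signal: Luciferase luminescence | Read-out: % activation vs tunicamycin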
tim23-1 inh: growth inhibitors of tim23-1 mutant yeast, primary screen, luminescence, uHTS | inhibition, % at 20 µM | S. cerevisiae tim23-1 growth, BacTiter-Glo luminescence, 24 h | actives 1.3% (n = 330,000);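 active = growth inhibition of the mutant yeast at or above 50%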;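 note: temperature-sensitive mutant grown at 25 °C; plate controls were DMSO-treated mutant yeast for no effect and medium wells lacking yeast for full effect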
APJ antag: antagonists of human apelin receptor APJ, primary screen, CHO-K1 cells, beta-arrestin complementation, luminescence | P35414 | inhibition, % at 20 µM | actives 0.32% (n = 330,000) | AID 2521, 2010;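 active = inhibition above about 40% at 20 µM, limit read from the data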;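 note: cells challenged with 10 nM apelin-13 agonist together with compound; plate controls were apelin-13 plus DMSO wells for no effect and DMSO wells lacking apelin-13 for full effect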
Target sequence (P35414 whole entry, looked up): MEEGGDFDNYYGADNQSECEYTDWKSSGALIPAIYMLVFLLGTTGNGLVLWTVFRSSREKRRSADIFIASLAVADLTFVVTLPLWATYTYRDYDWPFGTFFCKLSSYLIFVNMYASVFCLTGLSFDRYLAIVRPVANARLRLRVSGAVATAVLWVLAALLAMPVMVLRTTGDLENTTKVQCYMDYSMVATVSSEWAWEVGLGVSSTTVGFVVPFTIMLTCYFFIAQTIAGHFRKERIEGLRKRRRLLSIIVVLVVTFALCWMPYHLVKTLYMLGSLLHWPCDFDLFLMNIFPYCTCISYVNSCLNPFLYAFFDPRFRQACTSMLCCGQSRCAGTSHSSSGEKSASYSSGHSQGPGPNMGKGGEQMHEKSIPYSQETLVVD
TIM10 inh: growth inhibitors of isogenic TIM10 control yeast, primary screen, counter-screen for tim10-1 yeast inhibitor project, luminescence, uHTS. AID 463195, 2010. S. cerevisiae TIM10 strain growth, BacTiter-Glo luminescence, 24 h. actives 1.4% (n = 330,000). inhibition, % at 10 µM;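 active = inhibition of 40% or more at the single tested concentration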;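 note: wild-type TIM10 isogenic control strain grown at permissive 25 °C; 0% = DMSO yeast wells and 100% = minimal medium wells without yeast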
Mdm2-MdmX inh: inhibitors of human Mdm2-MdmX association, primary screen, cell-based, luminescence, split luciferase, SaOS-2, uHTS. Protein Mdm4 (Homo sapiens) + E3 ubiquitin-protein ligase Mdm2 (Homo sapiens), …. SaOS-2 split-luciferase Mdm2/MdmX complementation. inhibition, % at 8 µM. actives 3% (n = 330,000). AID 485346, 2010;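 active = inhibition of at least 50% at 8 µM in the primary screen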
tim10-1 inh: growth inhibitors of tim10-1 mutant yeast, primary screen, luminescence, uHTS; S. cerevisiae tim10-1 ts strain growth, BacTiter-Glo, 24 h; inhibition, % at 20 µM; actives 2.2% (n = 330,000); AID 463190, 2010;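 active = inhibition of at least 40%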;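 note: mutant grown at 25 °C; 0% = DMSO wells with yeast and 100% = wells holding no yeast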
UPR XBP1 act: activators of adaptive XBP1 UPR arm, primary screen, cell-based, CHO-XBP1 luciferase reporter, luminescence, uHTS; actives 0.33% (n = 330,000); IRE1-XBP1 UPR activation; percent of tunicamycin response, DMSO as zero; activation, % at 20 µM; AID 463104, 2010;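 active = versus positive control, 20 µM dose yields 30% or more activation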;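 note: 100% = tunicamycin at 10 µg/mL and 0% = DMSO only wells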
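Signal: luciferase luminescence; Assay system: CHO-XBP1 luciferase reporter cells; Amount: one thousand reporter cells per well; Dosing: 20 µM single concentration, DMSO 1%; Benchmarks: high control tunicamycin 10 µg/mL final, low control DMSO vehicle only; Schedule: 6 h compound exposure at 37 °C, 5% CO2; Evaluation: percent activation relative to tunicamycin reference.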
APJ ag: agonists of human apelin receptor APJ, primary screen, CHO-K1 cells, PathHunter beta-arrestin, luminescence; 0% DMSO wells, 100% apelin; actives 0.11% (n = 330,000); P35414; activation, % at 20 µM; AID 2520, 2010;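 active = activation more than six SD over the plate average, tested at 20 µM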;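 note: 0% = DMSO alone and 100% = apelin-13 at 10 nM; some results filed as inactive read as strong as hits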
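Assay system: CHO-K1 cells stably expressing ProLink-tagged human APJ and arrestin–beta-gal acceptor. Compound dosing: 20 µM single point, 1% DMSO. Times: 16-18 h seeding, 90 min dark compound exposure, 60 min detection. Detection: beta-gal luminescence. Evaluation: APJ–arrestin association signal. Controls: negative DMSO alone, positive Apelin-13 at 10 nM.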
CXCR6 inh: CXCR6 receptor inhibitors, primary screen, cell-based, beta-arrestin, luminescence, CHO-K1 PathHunter, 1536-well; C-X-C chemokine receptor type 6 (Homo sapiens), O00574; actives 0.36% (n = 360,000); inhibition, % at 20 µM; in the data active = inhibition above about 34%, passing the limit was not always enough;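 note: antagonist mode with CXCL16 agonist at 10 nM final; 0% = 10 nM CXCL16 with DMSO and 100% = unstimulated wells without agonist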
Target sequence (O00574 whole entry, looked up): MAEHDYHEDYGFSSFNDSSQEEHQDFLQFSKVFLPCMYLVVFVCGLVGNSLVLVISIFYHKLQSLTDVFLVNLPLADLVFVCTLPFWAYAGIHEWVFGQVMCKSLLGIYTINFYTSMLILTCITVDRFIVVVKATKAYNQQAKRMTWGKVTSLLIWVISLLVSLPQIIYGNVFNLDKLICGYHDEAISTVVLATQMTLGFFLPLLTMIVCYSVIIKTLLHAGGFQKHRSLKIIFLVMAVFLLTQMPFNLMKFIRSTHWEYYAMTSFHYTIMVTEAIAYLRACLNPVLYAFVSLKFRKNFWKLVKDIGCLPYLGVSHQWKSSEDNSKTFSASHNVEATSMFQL
* marks the source's active call; other numbers are inactive results; nt = no result given. The list is partial, so the mix of outcomes need not match the whole.

Molecule,CHOP UPR activ,tim23-1 inh,APJ antag,TIM10 inh,Mdm2-MdmX inh,tim10-1 inh,UPR XBP1 act,APJ ag,CXCR6 inh
COC(=O)CC1SC(=O)NC1=Nc1ccc(OC)cc1 (stereo not drawn),-0.3,15,5,-7,-6,3,3,3,-3
Cc1ccc(C(=O)N(Nc2nc3ccccc3s2)C(=O)c2ccc(C)cc2)cc1,1.4,0,1,6,8,8,-2,-2,8
CC12CCC(C(=O)Nc3cc(Cl)ccc3Cl)(C/C1=N\O)C2(C)C (stereo not drawn),-2.7,11,19,14,-22,13,-1,-2,7
O=C1CC(N2CCN(c3ccccn3)CC2)C(=O)N1c1ccc(F)cc1 (stereo not drawn),-1.2,12,7,-5,9,13,-1,-3,2
O=C(CS(=O)(=O)c1ccccc1)Nc1ccc(N2CCOCC2)cc1,2.6,4,-16,-1,6,-2,-5,-1,-2
CCn1c(SCC(=O)Nc2cccc(NC(=O)c3cccs3)c2)nnc1-c1ccncc1,1.1,-8,-9,6,29,3,1,-3,-3
Cc1cc(O)c(C(=O)/C=C/c2ccccc2)c(=O)o1,1.6,42,-8,13,9,30,5,-3,-10
Cc1cc(C)c(C#N)c(Cl)n1,-1.3,6,-7,-6,15,-5,-1,-2,0

Part of the list above, reduced to CXCR6 inh and APJ ag:
Compound,CXCR6 inh,APJ ag
CCn1c(SCC(=O)Nc2cccc(NC(=O)c3cccs3)c2)nnc1-c1ccncc1,-3,-3
Cc1cc(C)c(C#N)c(Cl)n1,0,-2

Additional results
Molecule,CHOP UPR activ,tim23-1 inh,APJ antag,TIM10 inh,Mdm2-MdmX inh,tim10-1 inh,UPR XBP1 act,APJ ag,CXCR6 inh
Cc1nn(-c2cccc(Cl)c2)c(Cl)c1/C=N/NC(=O)c1cccnc1,4.4,22,10,3,14,3,9,5,-5
CC(C)(C)Nc1nc(Oc2ccc(=O)n(-c3ccccc3)n2)nc(N2CCOCC2)n1,0.2,11,-2,8,27,18,0,0,3
COc1ccc(OC)c(NC(=O)[C@H]2CC=CC[C@H]2C(=O)O)c1,-0.2,25,-1,4,4,9,0,2,3
O=C(Nc1ccc(N2CCOCC2)c(Cl)c1)C1CCCCC1,2.2,5,15,-29,-11,-9,3,-3,-2
CSc1nc(N)nc2c1ncn2CC(=O)N1CCN(c2ccccn2)CC1,0.1,-4,-7,4,6,2,-3,-4,-2
Cc1ccc(CNC(=O)COC(=O)CN2C(=O)C3CC=CCC3C2=O)cc1 (stereo not drawn),2.8,0,-6,-3,4,17,1,-1,1
Cc1cccc(N(CC(=O)NCc2ccco2)C(=O)CCC(=O)Nc2ccccn2)c1C,0.8,10,5,-4,12,11,0,1,2
CC1CCCCN1c1ncnc2ccccc12 (stereo not drawn),0.3,-5,10,0,33,-4,-3,-3,0
CCCS(=O)(=O)c1ccc(COC(=O)c2ccc(NC(C)=O)cc2)cc1,-0.2,29,-11,0,-2,18,-3,-3,-2
C=CCOc1ccc(/C(CC)=N/O)cc1OC,4.9,4,2,1,-12,4,1,1,7
COc1ccc2[nH]c3nc(SCc4nnc(-c5ccccc5)o4)nnc3c2c1,3.7,-15,1,6,10,6,7,0,8
O=C(NCc1cc(C(F)(F)F)ccc1Cl)c1cccc2c1C(=O)c1ccc(-c3ccc(OC(F)(F)F)cc3)cc1S2(=O)=O,91*,11,0,-2,77*,8,162*,2,nt
COc1ccc(/C=C/C(=O)OCc2cc(=O)n3c(n2)sc2ccccc23)cc1,1.1,-38,9,-22,10,-6,-1,-4,-3
CCCCn1c(-c2csc3ccccc23)n[nH]c1=S,-1.9,43,0,11,12,38,1,-1,-2
CC(C(=O)N1CCc2ccccc21)N1CCN(Cc2ccccc2)CC1 (stereo not drawn),-0.1,-8,-6,-23,24,9,0,-6,2
Cc1ccc(NC(=O)CN(C)CC(=O)Nc2cccc(F)c2)cc1S(=O)(=O)N1CCCCCC1,0.3,1,15,3,29,21,-4,-1,-6
COc1ccc(CCNC(=O)C(C)c2ccc([N+](=O)[O-])cc2)cc1 (stereo not drawn),-0.7,12,3,20,23,22,-3,-3,4
COc1ccccc1CNCc1cc(=O)oc2c(C)c(C)ccc12,0.7,20,7,12,27,16,3,0,3
CCn1c(SCC(=O)Nc2ccc(C(=O)OC)cc2)nnc1-c1cccs1,1.4,18,13,-2,-16,2,-1,-2,0
CC[N+](CC)(CC(=O)Nc1c(C)cccc1C)Cc1ccccc1,1.2,10,-1,10,-3,-16,-5,-1,0
Cc1ccc(-n2ncc3c2CCCC3NC(=O)c2csnn2)cc1C (stereo not drawn),-0.5,52*,7,26,20,59*,-2,-2,12
COc1cccc(OCCc2c(C)n[nH]c2C)c1,0.7,10,-7,10,-8,14,-1,-1,-1
Cc1ccc(Nc2nc(Cl)nc(NC(C)(C)C)n2)cc1,3.5,50*,1,14,-26,32,8,-2,-1
O=C(NNC1=NS(=O)(=O)c2ccccc21)c1ccc(Cl)cc1,2.2,-10,11,-3,5,3,-1,-4,-3
CCOC(=O)N1N=C(c2ccc(C)cc2)CC1(O)C(F)(F)F (stereo not drawn),0.5,10,9,6,-31,11,-4,2,1
COc1cc(CNC(=O)c2cc(C(=O)NCc3cc(OC)cc(OC)c3)n(C)n2)cc(OC)c1,-1.8,2,9,-3,27,6,-7,-6,-8
CN(CC(=O)O/N=C(\N)c1ccc([N+](=O)[O-])cc1)S(=O)(=O)c1ccccc1,2.0,-16,-83,8,2,10,0,9,-15
CCCC1(C(=O)OC)NC(c2ccc(OC)c(OC)c2)C2C(=O)N(c3ccc4c(c3)OCO4)C(=O)C21 (stereo not drawn),0.1,23,-2,7,9,10,0,0,6
O=S(=O)(NCC(c1ccco1)N1CCCCC1)c1ccccc1C(F)(F)F (stereo not drawn),-1.1,19,-28,8,-9,30,0,0,7
Cc1c(NC(=O)COc2cccc(F)c2)c(=O)n(-c2ccccc2)n1C,0.4,4,-12,7,34,0,0,-4,-3
COc1ccccc1NC(=O)CCC(=O)N1CC(C)Oc2ccc(C)cc21 (stereo not drawn),1.1,16,3,11,14,16,1,-2,7
CCN1CCCC1CNC(=O)C(=O)NC1CC1 (stereo not drawn),1.1,1,4,2,7,18,0,-3,6
COC(=O)c1cccc(NS(C)(=O)=O)c1,1.6,0,-9,-10,-6,-12,-4,-5,-3
CN(c1ccc(C(=O)NCCSC(C)(C)C)cc1)S(C)(=O)=O,3.3,7,4,-1,-9,-13,1,7,1
Cc1cc(C)n(C2CC(=O)N(c3ccc(Cl)c(Cl)c3)C2=O)n1 (stereo not drawn),1.2,8,5,13,19,16,-2,-4,-11
CC(C)n1cc(/C=N/NC(=O)COc2cccc3cccnc23)c2ccccc21,1.0,-29,-18,20,26,4,6,6,2
COc1ccc(C)cc1S(=O)(=O)Nc1ccc2c(c1)OCCO2,-1.2,16,-10,12,16,10,-6,-1,-6
COCCCNC(NC(=O)c1ccc(Br)cc1)C(Cl)(Cl)Cl (stereo not drawn),-0.8,10,1,-11,32,-4,-2,0,-13
C=CCn1c(SCc2nc3sc(C(=O)O)c(C)c3c(=O)[nH]2)nnc1-c1ccc(C(C)(C)C)cc1,0.0,21,-18,10,6,2,-4,-2,9
CC(OC(=O)Cc1c(F)cccc1Cl)C(=O)NCCC1=CCCCC1 (stereo not drawn),0.4,18,9,12,0,27,-1,-5,-4
COc1ccc(Cc2nnc(N/N=C/c3ccc(C)o3)[nH]c2=O)cc1,0.4,8,-1,9,24,6,2,0,-1
Cc1cc(Cc2ccc(N)c(C)c2)ccc1N,-1.0,-3,-8,-10,16,-7,-1,-2,3
N#Cc1cccc(NC(=O)CSc2ccccc2)c1,0.4,15,-4,3,6,24,0,0,6
CCCC(C(=O)NC1CCCC1)N(Cc1ccc(OC)cc1)C(=O)c1snc(C(N)=O)c1N (stereo not drawn),1.0,21,14,1,27,24,-3,-2,5
CC1CCCN(C(=O)C2CCN(CC(C)c3ccccc3)CC2)C1 (stereo not drawn),-1.9,19,-16,5,-12,24,-3,-4,12
COc1cc(C(=O)NCCNc2nc3c(C)c(C)ccc3cc2C#N)cc(OC)c1OC,1.7,10,-18,17,20,11,6,7,2
COC(=O)c1cccc(NC(=O)CSc2nnc(C)n2Cc2ccccc2)c1,1.8,14,-5,-4,-6,14,2,5,7
COc1cccc(Nc2nc(CC(C)=O)ns2)c1,5.5,19,6,25,-8,18,4,-2,-4
CCOC(=O)c1ccc(NC(=O)c2ccc(CN3CCc4ccccc4C3)cc2)cc1,0.9,5,-9,-8,27,-28,-3,0,-3
CCN(CC)CCCN1C(=O)C(=O)/C(=C(/O)c2ccc(OC)cc2)C1c1ccco1 (stereo not drawn),0.8,5,12,2,12,6,0,-4,0
O=C(CSc1nnc(Cc2cccs2)n1CCc1ccccc1)N1CCCc2ccccc21,0.7,30,2,6,25,38,0,4,4
Cc1cc(C)c(S(=O)(=O)c2ccc(Cl)cc2)c(=O)[nH]1,-0.6,13,14,3,-18,9,-1,-4,-6
CCOC(=O)c1c(C)[nH]c(/C(C)=N/O)c1C,-1.3,13,-10,-6,1,9,-1,-1,-8
CCS(=O)(=O)N1CCN(Cc2ccc([N+](=O)[O-])cc2)CC1,0.6,1,3,1,-27,5,0,-2,-5
Nc1cccc(C(=O)Nc2ccc3nc(-c4cccnc4)[nH]c3c2)c1,0.6,-2,2,-3,-15,7,-2,-1,-6
COCCn1c(=O)[nH]c2cc(C(=O)NC(C)C)ccc2c1=O,0.5,10,-12,-9,-2,6,1,-3,5
O=C1c2ccccc2NC2CCCCCN12 (stereo not drawn),-0.5,3,-13,-24,21,-26,-3,-3,2
Cc1cc(C)n(CC(O)Cn2ccc3ccccc32)n1 (stereo not drawn),-1.9,12,6,14,1,8,-1,0,-7
N#Cc1ccccc1OCC(=O)NC(=O)NC1CCS(=O)(=O)C1 (stereo not drawn),1.6,3,16,5,20,-6,-1,-2,0
